NRP1-CendR mod: modulators of CendR peptide binding to NRP-1, primary screen, biochemical, fluorescence polarization, uHTS. FAM-RPARPAR peptide binding to NRP-1. Neuropilin-1 (Homo sapiens), O14786. AID 602438, 2012. actives 0.85% (n = 360,000). inhibition, % at 25 µM;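 active = inhibition or corrected inhibition above about 18%, plus a signal ratio from 0.5 to 1.5, limit read from the data, passing the limit was not always enough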; also: strong numbers were not always called active
Tb MetRS inh: T. brucei MetRS inhibitors, primary screen, biochemical, luminescence | methionyl-tRNA synthetase (Trypanosoma brucei brucei) | purified T. brucei MetRS, ATP depletion, Kinase-Glo luminescence | inhibition, % at 11.9 µM | actives 0.4% (n = 360,000) | AID 624268, 2012;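 active = inhibition above a per-plate cutoff of the control wells' mean inhibition plus 3 SD, cut at about 5.5% in these data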;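 also: 0% = DMSO wells median and 100% = median of wells with control inhibitor compound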
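Test system – parasite MetRS enzyme · Reagent – substrates ATP, L-methionine and bulk Escherichia coli tRNA · Doses – 11.9 µM compound single dose, 0.9% DMSO · Times – 15 min enzyme-compound preincubation, 2 h reaction, 10 min detection, 25 °C · Signal – Kinase-Glo luminescence, ATP depletion format · Controls – DMSO-only wells as low control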
Neddylation inh: inhibitors of cullin neddylation, primary screen, biochemical, TR-FRET, uHTS, NAE and Ubc12; NEDD8-conjugating enzyme Ubc12 (Homo sapiens) + NEDD8-activating enzyme E1 regulatory …; calls only at 25 µM; actives 0.58% (n = 360,000); AID 651699, 2012; in the data active = inhibition above about 36%
DNMT1 inh: human DNMT1 methyltransferase inhibitors, primary screen, biochemical, molecular beacon, fluorescence, HinP1I cleavage, uHTS; DNA (cytosine-5)-methyltransferase 1 (Homo sapiens), P26358; inhibition (reported as % activation of signal), % at 10 µM; actives 0.83% (n = 360,000); AID 588458, 2011; in the data active = inhibition above about 50%
Target sequence (P26358 504-1616 limits assumed): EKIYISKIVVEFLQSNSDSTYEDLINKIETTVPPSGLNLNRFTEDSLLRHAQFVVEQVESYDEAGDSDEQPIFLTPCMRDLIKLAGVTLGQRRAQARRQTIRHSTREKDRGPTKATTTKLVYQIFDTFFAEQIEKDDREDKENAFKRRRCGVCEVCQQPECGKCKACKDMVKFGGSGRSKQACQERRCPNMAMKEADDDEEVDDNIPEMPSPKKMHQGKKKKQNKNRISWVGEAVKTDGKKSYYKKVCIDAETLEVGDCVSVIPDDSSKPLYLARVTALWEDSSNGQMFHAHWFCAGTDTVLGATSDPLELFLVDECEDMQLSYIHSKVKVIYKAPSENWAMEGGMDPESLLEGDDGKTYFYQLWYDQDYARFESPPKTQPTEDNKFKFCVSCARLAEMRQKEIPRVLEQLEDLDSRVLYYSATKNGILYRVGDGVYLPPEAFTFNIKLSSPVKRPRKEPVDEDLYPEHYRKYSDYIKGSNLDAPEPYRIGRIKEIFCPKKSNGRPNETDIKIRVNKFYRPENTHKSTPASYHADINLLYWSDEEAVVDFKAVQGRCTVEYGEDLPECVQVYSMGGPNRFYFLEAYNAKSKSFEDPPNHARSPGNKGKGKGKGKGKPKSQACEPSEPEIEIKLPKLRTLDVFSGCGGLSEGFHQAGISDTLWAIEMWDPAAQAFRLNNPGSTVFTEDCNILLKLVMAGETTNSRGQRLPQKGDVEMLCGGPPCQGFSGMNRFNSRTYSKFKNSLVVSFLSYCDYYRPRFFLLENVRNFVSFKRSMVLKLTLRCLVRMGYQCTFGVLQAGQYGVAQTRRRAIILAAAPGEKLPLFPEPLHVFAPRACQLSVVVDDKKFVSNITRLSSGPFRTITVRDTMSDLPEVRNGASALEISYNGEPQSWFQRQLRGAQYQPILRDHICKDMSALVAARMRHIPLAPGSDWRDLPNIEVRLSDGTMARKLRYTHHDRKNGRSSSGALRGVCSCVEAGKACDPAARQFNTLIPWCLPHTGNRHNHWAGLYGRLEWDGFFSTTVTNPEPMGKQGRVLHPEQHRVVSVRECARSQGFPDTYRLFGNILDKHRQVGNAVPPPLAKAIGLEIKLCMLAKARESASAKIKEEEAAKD
Scp-1 inhibitor: Scp-1 phosphatase inhibitors, primary screen, biochemical, colorimetric, uHTS; Recombinant Scp1, phosphopeptide, malachite green phosphate absorbance; inhibition, % at 20 µM; actives 0.88% (n = 340,000); AID 493091, 2011;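 active = inhibition above about 50% at 20 µM, limit read from the data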;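 also: plate controls were DMSO wells with enzyme for no effect and wells lacking enzyme for full effect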
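Test system: SCP-1 phosphatase catalytic domain, residues 76-261; measured by: colorimetric phosphate reagent with accelerator and stabiliser, absorbance at 630 nm; timing: enzyme reaction 45 min at room temperature, colour 5 min, stabilisation 30 min; also added: Phosphorylated 17-residue peptide substrate; compound dosing: one concentration, 20 µM, with 1.0% DMSO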
SKN-1 block: suppressors of acrylamide-induced Pgst-4::GFP reporter in worms, primary screen, SKN-1 inhibitor project, whole organism, uHTS, GFP/RFP fluorescence ratio, strain VP596 | C. elegans VP596 Pgst-4::GFP/RFP ratio, 24 h | inhibition, % at 21.8 µM | actives 0.49% (n = 360,000) | AID 624304, 2012;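 active = interference check ratio from 0.5 to 1.5 plus GFP to RFP signal ratio inhibition reaching or exceeding a fixed threshold, cut at about 30% in these data, passing the limit was not always enough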; also: some compounds called inactive have numbers as strong as hits
NadD block: inhibitors of S. aureus NadD, primary screen, biochemical, colorimetric, uHTS. AID 602399, 2012. purified NadD enzyme, colorimetric absorbance read-out. inhibition, % at 20 µM. actives 0.78% (n = 360,000). Nicotinate-nucleotide adenylyltransferase NadD (Staphylococcus aureus N315); in the data active = inhibition above about 26%; also: some compounds past the cut are filed as inactive
STEP inh: STEP phosphatase inhibitors, primary screen, biochemical, fluorescence intensity, uHTS. recombinant STEP, OMFP fluorogenic substrate. actives 0.25% (n = 360,000). AID 588621, 2011. Tyrosine-protein phosphatase non-receptor type 5 (Homo sapiens), P54829. inhibition, % at 20 µM;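 active = inhibition at 20 µM, scaled per plate between control wells, above about 37%, limit read from the data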;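 also: 0% = DMSO with enzyme and substrate and 100% = substrate only without enzyme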
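Assay system: isolated STEP enzyme. Buffer or medium: pH 6.0 Bis-Tris with DTT and Tween 20. Also added: fluorogenic phosphatase substrate OMFP at 25 µM final. Dosing: 20 µM, 1% DMSO. Timing: 20 min reaction, room temperature, in the dark. Measured by: fluorescence intensity, excitation 480 nm, emission 540 nm. Evaluation: normalized % inhibition.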
SUMO1 PPI mod: modulators of SUMO1 protein-protein interactions, primary screen, biochemical, uHTS. SUMO1 binding to a labelled peptide, TR-FRET, 1 h. AID 602429, 2012. inhibition, % at 20 µM. actives 0.33% (n = 360,000); in the data active = inhibition above about 37%
LMPTP inh: LMPTP phosphatase inhibitors, primary screen, biochemical, fluorescence intensity, uHTS. recombinant LMPTP-A, OMFP fluorogenic substrate. inhibition, % at 20 µM. actives 0.22% (n = 360,000). AID 651560, 2012;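 active = compounds that cut the enzyme signal by at least half of the control window in the single-dose screen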;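 also: plate controls were DMSO wells with enzyme plus substrate for no effect and substrate without enzyme for full effect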
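Test system – LMPTP-A phosphatase enzyme · Quantity – 0.625 nM LMPTP-A final · Reagent – OMFP substrate, 400 µM final · Dosing – one test concentration per compound, 20 µM, with 3% DMSO overall · Timing – 50 min enzyme reaction at room temperature, protected from light · Detection – fluorescence intensity · Controls – substrate-only low control, DMSO enzyme-plus-substrate high control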
Active calls of the source: *; i = inactive; x = no result given; & = joins results of further samples.

item	Compound	DNMT1 inh	Tb MetRS inh	Neddylation inh	STEP inh	SKN-1 block	NRP1-CendR mod	Scp-1 inhibitor	NadD block	SUMO1 PPI mod	LMPTP inh
1	O=C(COC(=O)c1ccccc1-c1nc2ccccc2s1)Nc1ccccc1C(F)(F)F	3	0.1	i	1	0	8	5	-4	-2	-1.2
2	O=C1OC(COCC#Cc2ccccc2)CN1c1ccccc1 (stereo unspecified)	3	-0.1	i	-1	15	-3	x	-13	0	-0.1
3	Cc1ccc(SCC(=O)OCC(=O)NCCc2ccccc2)cc1C	2	-0.2	i	2	-1	18	-4	-6	1	1.6
4	COc1ccc(C2C(C#N)=C(N)N(c3ccccc3)C3=C2C(=O)CCC3)cc1Cn1cc([N+](=O)[O-])cn1 (stereo unspecified)	-11	-0.1	i	0	20	-34	-5	18	-17	4.5
5	Cc1nn(CC(=O)N2CCC(C)CC2)c(=O)c2cccn12	2	0.1	i	-1	-7	5	0	1	-1	0.2
6	COc1ccc(C2N(c3ccccc3)CCN2c2ccccc2)cc1O	-15	-0.1	i	3	17	5	-8	0	3	2.8
7	COc1ccc(Nc2nc(N3CCOCC3)nc(N3CCOCC3)n2)c(OC)c1	-1	-0.6	i	2	12	-6	-2	2	1	-0.9
8	O=C1N(c2ccccc2)C[C@@H]2C[C@@H](c3cc4ccccc4o3)N3CCC[C@@]123	-8	-0.8	i	-1	25	-4	7	3	-3	0.0
9	O=c1oc2ccccc2nc1/C=C(\O)c1ccc(Br)cc1	1	-0.6	i	-12	-3	131	12	1	-9	1.0
10	CCCCCCSc1ccc(-c2nc3cc(C)ccn3c2NC2CCCCC2)cc1	28	-0.2&-0.8	x	0	26&7	-42&-26	20	0&3	4&0	11&15
11	C=CCN1C(=O)CSc2ccc(C(=O)NCc3ccco3)cc21	-1	0.3	i	1	-2	-7	-6	0	3	1.0
12	O=[N+]([O-])c1cc(S(=O)(=O)N2CCCC2)ccc1OCc1ccccc1	0	-0.1	i	1	7	-4	-6	-8	-20	1.0
13	CCOCCCNC(=O)C(NC(=O)c1ccc(=O)[nH]c1)c1ccc(C)cc1 (stereo unspecified)	0	0.0	i	-1	5	6	-7	1	3	1.4
14	CCOCCCNC(=O)c1ccccc1NC(=O)C1=C(C)OCCS1	1	-1.4	i	0	-14	1	6	-2	2	1.6
15	CCN1CCN(CC(O)COC(C)C)CC1 (stereo unspecified)	3	-0.2	i	-4	2	-8	-2	-3	2	-5.8

Eight entries from above, reformatted:
The line under a structure holds: DNMT1 inh | Tb MetRS inh | Neddylation inh | STEP inh | SKN-1 block | NRP1-CendR mod | Scp-1 inhibitor | NadD block | SUMO1 PPI mod | LMPTP inh
1	O=C(COC(=O)c1ccccc1-c1nc2ccccc2s1)Nc1ccccc1C(F)(F)F
 : 3 | 0.1 | i | 1 | 0 | 8 | 5 | -4 | -2 | -1.2
2	O=C1OC(COCC#Cc2ccccc2)CN1c1ccccc1 (stereo unspecified)
 : 3 | -0.1 | i | -1 | 15 | -3 | x | -13 | 0 | -0.1
3	Cc1ccc(SCC(=O)OCC(=O)NCCc2ccccc2)cc1C
 : 2 | -0.2 | i | 2 | -1 | 18 | -4 | -6 | 1 | 1.6
4	COc1ccc(C2C(C#N)=C(N)N(c3ccccc3)C3=C2C(=O)CCC3)cc1Cn1cc([N+](=O)[O-])cn1 (stereo unspecified)
 : -11 | -0.1 | i | 0 | 20 | -34 | -5 | 18 | -17 | 4.5
5	Cc1nn(CC(=O)N2CCC(C)CC2)c(=O)c2cccn12
 : 2 | 0.1 | i | -1 | -7 | 5 | 0 | 1 | -1 | 0.2
6	COc1ccc(C2N(c3ccccc3)CCN2c2ccccc2)cc1O
 : -15 | -0.1 | i | 3 | 17 | 5 | -8 | 0 | 3 | 2.8
7	COc1ccc(Nc2nc(N3CCOCC3)nc(N3CCOCC3)n2)c(OC)c1
 : -1 | -0.6 | i | 2 | 12 | -6 | -2 | 2 | 1 | -0.9
8	O=C1N(c2ccccc2)C[C@@H]2C[C@@H](c3cc4ccccc4o3)N3CCC[C@@]123
 : -8 | -0.8 | i | -1 | 25 | -4 | 7 | 3 | -3 | 0.0

Further structures
item	Compound	DNMT1 inh	Tb MetRS inh	Neddylation inh	STEP inh	SKN-1 block	NRP1-CendR mod	Scp-1 inhibitor	NadD block	SUMO1 PPI mod	LMPTP inh
16	O=C(N/N=C\c1ccc(Cl)cc1)C1=NOC2COC3(CCN(c4ccc([N+](=O)[O-])cc4)CC3)OCC12 (stereo unspecified)	1	-0.3	i	2	4	1	2	23	-9	1.2
17	N#CC(C(=O)NC1CC1)c1nc2ccccc2nc1N1CCCC1 (stereo unspecified)	-14	1.1	x	-5	6	52	4	-3	-1	1.6
18	O=C(NNS(=O)(=O)c1ccc(F)cc1)C1CCN(S(=O)(=O)c2ccccc2)CC1	-1	-1.5	i	-1	1	13	-1	-6	-6	-0.5
19	O=C1CCN(S(=O)(=O)c2ccccc2)CCN1CCOCc1ccccc1	3	0.6	i	-2	15	8	-5	-8	-1	1.2
20	CCCc1cc(=O)[nH]c(SCC(=O)Nc2ccc3ccccc3c2)n1	0	-0.1	i	0	2	-8	1	3	1	-1.4
21	CCOC(=O)c1cc(NC(=O)c2ccc(C)cc2)c(=O)oc1-c1ccccc1	6	-0.4	i	1	8	6	-10	-1	0	1.2
22	CN(CC(=O)Nc1ccc(Cl)c(C(F)(F)F)c1)C(=O)CNC(=O)C1CCCCC1	6	-0.1	i	-1	2	4	-2	-5	-4	0.0
23	O=C(CNC(=O)COc1ccccc1)NCCN1CCOCC1	3	-0.3	i	-3	-15	12	-5	5	-3	-2.4
24	COc1ccc(S(=O)(=O)Nc2ccccc2C(=O)N2CCCCC2)cc1C	1	0.2	i	-3	14	9	-5	-7	0	-0.4
25	CCC(C(=O)Nc1cccc(C(F)(F)F)c1)c1ccccc1 (stereo unspecified)	-5	-0.1	i	1	7	0	-6	-9	1	3.5
26	CC1(CO)COC(c2ccccc2)=N1 (stereo unspecified)	-1	0.3	i	2	-8	9	-9	-6	2	-2.0
27	CCN(C(=O)c1cc2c(=O)n3ccccc3nc2s1)C1CCCCC1	-3	-0.3	x	1	3	-8	-2	4	-20	0.5
28	CC1CN(C(=O)CSc2nnc3c(Cl)cc(Cl)cn23)CC(C)O1 (stereo unspecified)	-1	-1.0	i	-1	-16	3	-8	5	-8	-1.8
29	CCCS(=O)(=O)NC(=O)C1(C)CCN(C(=O)c2cccs2)C1 (stereo unspecified)	0	-0.1	i	3	33	0	x	1	3	-0.6
30	CC(=O)N1N=C(c2ccncc2)OC1(Cc1ccccc1)Cc1ccccc1	1	-0.9	x	-1	8	5	-5	-10	-3	0.6

The list continues:
item	Compound	DNMT1 inh	Tb MetRS inh	Neddylation inh	STEP inh	SKN-1 block	NRP1-CendR mod	Scp-1 inhibitor	NadD block	SUMO1 PPI mod	LMPTP inh
31	Cc1ccc(NC(=O)c2ccc(Cn3cc([N+](=O)[O-])cn3)cc2)c(C)c1	2	-0.1	i	-3	-5	0	-3	-4	-3	-0.5
32	Cc1cc(C(=O)CSc2nn3c(=O)c(C(C)(C)C)nnc3s2)c(C)n1-c1ccc(F)cc1	-1	-0.2	i	4	11	-16	-3	21	0	-1.6
33	COc1ccc(N2CCN(S(=O)(=O)c3c(C)noc3/C=C/N(C)C)CC2)cc1	-2	0.2	i	1	10	10	-3	5	-2	1.6
34	CCOC(=O)c1csc(NC(=O)c2cc(-c3ccccn3)nc3ccccc23)n1	-10	0.1	i	0	-3	-7	-1	9	0	-0.4
35	C(=N\Nc1ncnc2nc[nH]c12)/c1cccs1	1	-0.7	i	4	9	-4	2	-5	-11	0.8
36	O=C(CN1CCN(c2ccccc2O)CC1)NC(=O)NCc1ccco1	-12	-0.7	i	-2	-2	-5	6	0	2	1.8
37	CCOC(=O)c1c(NC(=O)CN2C(=O)NC3(CCCCCC3)C2=O)sc(C)c1-c1ccc(C)cc1	-4	0.0	i	-2	-6	-10	-6	16	0	0.8
38	CC1(Oc2cccc(F)c2)CCN(Cc2ccc(-c3ccccc3)o2)C1 (stereo unspecified)	3	-0.2	i	1	17	-28	x	1	-3	0.9
39	CCOc1[nH]n(-c2ccccc2)c(=O)c1C=Nc1ccc(C(=O)OC)cc1	-5	-0.5	i	0	6	-2	-8	-5	-4	1.0
40	Cc1c(O)ccc2cc(S(=O)(=O)c3ccccc3)c(=O)oc12	0	-0.2	x	-2	5	-2	-6	-4	-8	-3.7
41	CCn1c(-c2ccccc2Cl)nn(CC(=O)Nc2cc(Cl)ccc2Cl)c1=S	1	-1.4	i	1	-4	4	-7	-9	2	-0.6
42	CC1CC(C)CN(C(=O)C2CCN(S(=O)(=O)N3CCC4(CC3)OCCO4)CC2)C1 (stereo unspecified)	2	-0.8	i	0	13	-1	-1	-5	1	-1.9
43	COc1ccccc1NC(=O)COC(=O)c1oc2ccccc2c1C	0	-0.3	i	2	4	3	-7	-8	4	1.4
44	COc1cccc(NC(=O)Cn2c(=O)n(CCC(=O)NC3CCN(Cc4ccccc4)CC3)c(=O)c3ccccc32)c1	-2	1.1	i	-4	-11	-1	-6	-6	0	-1.4
45	C#Cc1ccc([C@@H]2C=C(C(=O)OCC=C)O[C@H](OCc3ccc(CO)cc3)C2)cc1	-10	-0.5	i	1	-2	1	-2	0	-1	0.0
46	CC1CC(C)(C)NC(=S)N1CCCC(=O)Nc1ccccc1F (stereo unspecified)	2	-0.5	i	4	-9	-20	-1	4	-3	-0.9
47	Cc1ccc2[nH]c3c(=O)n(CC(=O)Nc4ccccc4N4CCN(C)CC4)ncc3c2c1	-1	-0.1	i	1	-3	4	-4	-9	20	1.1

Screening results from PubChem.
